High-throughput results as filed in PubChem BioAssay.
SENP6 inh – SENP6 protease inhibition. 1.8% of 330,000 active. AID 2599. Recombinant SENP6 catalytic domain, aminoluciferin luminescence. Q9GZR1. inhibition, % at 10 µM;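 active means inhibition above about 50% at the single tested dose, limit read from the data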;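 further: plate controls were DMSO wells with enzyme for no effect and DMSO wells lacking enzyme for full effect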
SENP7 inh – SENP7 protease inhibition; Q9BQF6; recombinant SENP7, Z-RLRGG-aminoluciferin luminescence, 40 min; inhibition, % at 5 µM; 1.5% of 330,000 active;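 active means inhibition above about 50% at the single test dose, limit read from the data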;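 further: plate controls were DMSO with enzyme for no effect and no enzyme buffer wells for full effect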
PfGluPho inh – PfG6PD (Plasmodium falciparum) enzyme inhibition; PfGluPho enzyme, NADPH resazurin-diaphorase fluorescence; inhibition, % at 20 µM; 0.78% of 350,000 active; AID 504690;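 active means inhibition reaching at least a set limit at 20 µM in the primary screen, cut at about 59% in these data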;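 further: 0% = DMSO wells with substrate and 100% = DMSO wells lacking glucose-6-phosphate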
SENP1 inh – SENP1 (human) catalytic domain inhibition; recombinant SENP1 catalytic domain, CyPet-SUMO1-YPet FRET cleavage; inhibition, % at 10 µM; Q9P0U3; 0.21% of 360,000 active;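 active means inhibition at least 30% at 10 µM, raw YFP signal under a set limit, fluorescence ratio 0.5 to 1.5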;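 further: 0% = enzyme with DMSO and 100% = no enzyme wells; some results filed as inactive read as strong as hits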
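Assay system: hSENP1 catalytic domain, recombinant. Amount: SENP1 enzyme, 20 pM final. Schedule: 50 min reaction, RT, dark. Technique: FRET, CFP and YFP emission. Control set: no-enzyme wells low, DMSO-plus-enzyme wells high control.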
HKDC1 inhibitor – inhibitors of human hexokinase HKDC1; inhibition, % at 20 µM; AID 493160; Q2TB90; recombinant HKDC1, G6PDH/diaphorase resazurin coupled fluorescence; 0.16% of 340,000 active;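 active means inhibition above about 35% when tested at 20 µM, limit read from the data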;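 further: plate controls were DMSO wells with enzyme for no effect and DMSO wells lacking enzyme for full effect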
Target sequence (Q2TB90 whole entry, looked up): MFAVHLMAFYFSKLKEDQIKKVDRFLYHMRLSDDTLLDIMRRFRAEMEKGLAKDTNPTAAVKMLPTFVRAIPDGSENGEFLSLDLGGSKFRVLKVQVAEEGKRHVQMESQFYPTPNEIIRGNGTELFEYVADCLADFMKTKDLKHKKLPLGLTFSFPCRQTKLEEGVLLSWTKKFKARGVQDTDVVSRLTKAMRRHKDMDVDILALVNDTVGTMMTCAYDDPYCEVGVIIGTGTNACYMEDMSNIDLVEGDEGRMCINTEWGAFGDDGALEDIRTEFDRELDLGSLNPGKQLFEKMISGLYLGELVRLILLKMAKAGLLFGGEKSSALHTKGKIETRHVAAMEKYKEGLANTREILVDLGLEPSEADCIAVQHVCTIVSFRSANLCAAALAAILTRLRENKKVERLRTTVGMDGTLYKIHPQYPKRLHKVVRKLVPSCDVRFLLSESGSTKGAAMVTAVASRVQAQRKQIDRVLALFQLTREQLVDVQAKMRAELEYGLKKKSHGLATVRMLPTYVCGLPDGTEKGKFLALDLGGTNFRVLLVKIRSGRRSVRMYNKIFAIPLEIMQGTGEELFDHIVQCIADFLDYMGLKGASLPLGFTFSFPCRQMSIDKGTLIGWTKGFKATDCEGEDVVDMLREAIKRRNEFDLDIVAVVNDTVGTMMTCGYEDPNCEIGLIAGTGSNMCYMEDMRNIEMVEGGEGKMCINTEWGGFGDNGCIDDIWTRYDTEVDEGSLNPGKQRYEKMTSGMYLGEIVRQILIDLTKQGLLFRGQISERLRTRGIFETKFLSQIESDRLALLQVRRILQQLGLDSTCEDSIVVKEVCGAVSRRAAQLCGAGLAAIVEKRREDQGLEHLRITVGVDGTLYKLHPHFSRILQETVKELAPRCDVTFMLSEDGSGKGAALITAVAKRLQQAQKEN
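System: Recombinant HKDC1 hexokinase | Amount: HKDC1 at 5 µg/mL | Reagent: Glucose with 1 mM ATP | Doses: Single 20 µM dose | Incubation: Reaction time 90 min, room temperature, protected from light | Signal: Coupled resazurin fluorescence, excitation 525 nm, emission 613 nm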
Apaf1 inhib – inhibitors of human Apaf-1 apoptosome; O14727; reconstituted apoptosome caspase-3 activity, DEVD-Rh110 fluorescence; inhibition, % at 20 µM; 0.71% of 330,000 active; AID 489030; active means inhibition of at least 40% at 20 µM;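 further: plate controls were DMSO wells for no effect and DEVD-CHO caspase inhibitor wells for full effect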
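Medium: Hepes buffer, pH 7.5 / System: biochemical Apaf-1 apoptosome reconstitution / Measured by: Rh110 fluorescence, excitation 480 nm, emission 540 nm / Times: compound with Apaf-1, dATP, procaspase-3 30 min, then 50 min reaction, room temperature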
SENP8 block-1 – blocks the human protease SENP8; purified SENP8, Z-RLRGG-aminoluciferin cleavage, luminescence; Q96LD8; AID 2540; 1.2% of 330,000 active; inhibition, % at 10 µM; in the data active means inhibition above about 50%
Target sequence (Q96LD8 whole entry, looked up): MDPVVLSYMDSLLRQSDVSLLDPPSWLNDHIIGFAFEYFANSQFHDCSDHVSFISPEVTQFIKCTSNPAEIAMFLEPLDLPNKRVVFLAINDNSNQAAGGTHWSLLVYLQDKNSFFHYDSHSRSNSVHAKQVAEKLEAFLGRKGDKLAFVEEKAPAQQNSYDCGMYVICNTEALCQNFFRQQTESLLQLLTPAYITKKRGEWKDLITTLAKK
SENP8 block-2 – SENP8 (human) protease inhibition | Q96LD8 | recombinant SENP8, Nedd8 substrate fluorescence | inhibition, % at 20 µM | 0.64% of 360,000 active | AID 602440; in the data active means inhibition mostly above about 40%, no sharp cut-off; inactive means mostly below about 27%
Numbers without * were called inactive; · = no result given; & = joins results of further samples.

SMILES | SENP6 inh | SENP7 inh | PfGluPho inh | SENP1 inh | HKDC1 inhibitor | Apaf1 inhib | SENP8 block-1 | SENP8 block-2
CC1=C(C(=O)OC(C)C)C(c2ccc(C)o2)C(C(=O)OC(C)C)=C(C)N1 | -17 | -1 | 20 | -10 | 8 | 8 | 2 | -211
COc1cccc(/C=C2\SC(=O)N(CCC(=O)NC3CCS(=O)(=O)C3)C2=O)c1 (stereo not drawn) | 2 | 2 | -4 | -2 | -4 | 4 | -4 | -54
Cc1ncc(NS(=O)(=O)c2ccc(N)cc2)nc1C | · | · | -8 | 0 | -5 | · | · | 3
O=C1C2C3c4ccccc4C(c4ccccc43)[C@@H]2C(=O)N1c1nc(-c2ccccc2)cs1 (stereo partly drawn) | -6 | 5 | -1 | 1 | -9 | 1 | 1 | 11
Cc1c(Cl)c([N+](=O)[O-])nn1CC(=O)N1CCCc2ccccc21 | -19 | -3 | 6 | 0 | -19 | -11 | -1 | 2
Cc1cc(NC(=O)CN2C(=O)NC(CC(C)C)C2=O)no1 (stereo not drawn) | -9 | 5 | -9 | 1 | -3 | 4 | 3 | 30
O=C(NCCC1=CCCCC1)C1COc2ccccc2O1 (stereo not drawn) | -13 | 11 | 7 | 3 | 4 | -2 | -10 | 13
O=S(=O)(Nc1ccc(N2CCCCC2)cc1)c1cccs1 | 18 | 1 | 15 | 1 | -5 | 5 | -2 | 9
COc1cccc(Cn2nnc(C(=O)Nc3cc(C)ccc3OC)c2N)c1 | -3 | 2 | 0 | 1 | -2 | -9 | 5 | -80
Cn1cc(CN2CCCC(C(=O)c3cc(F)ccc3F)C2)c2ccccc21 (stereo not drawn) | 2 | -12 | 2 | -7 | 0 | 3 | -7 | 10
CC(C)CSc1nc(N2CCOCC2)c2c(c1C#N)CC(C)(C)SC2 | -8 | 5 | -5 | -15 | 3 | 22 | -1 | -70
Nc1ccc(SCc2cccnc2)cc1 | -30 | -7 | 5 | 4 | -3 | 4 | -5 | 10
Cc1ccc(NC(=O)CSc2nnc(-c3cccnc3)n2-c2ccc(C)cc2)cc1 | -28 | 1 | -2 | 0 | -4 | 8 | 5 | 17
Cc1ccccc1OCC(O)Cn1c(=N)n(CCN2CCOCC2)c2ccccc21 (stereo not drawn) | -9&-5 | 17&2 | -11&1 | 1&1 | -4&-4 | 18&10 | 3&-2 | 7&16
Cc1cc(=O)oc2cc(OC(C)C(=O)Nc3ccc(N4CCCCC4)cc3)ccc12 (stereo not drawn) | -3 | 10 | 6 | 3 | -2 | 15 | -9 | -2
CCn1c(C)nnc1SCC(=O)Nc1ccccc1OC | -15 | -7 | 1 | -1 | -2 | -1 | -9 | 15
C=CCn1c(O)c(N=NC(=S)Nc2ccccc2F)c2ccccc21 | 9 | -2 | 10 | 6 | -3 | 4 | -6 | 23
Cn1cc(/C=C2\SC(=O)N(c3ccccc3)C2=O)c2ccccc21 | -16 | -13 | 3 | -40 | -6 | 11 | -14 | 6
COc1cc(NC(=S)N2CCCCC2C)cc(OC)c1OC (stereo not drawn) | -3 | 0 | -1 | 0 | -2 | -5 | 0 | 1
CCn1c2ccccc2c2nnc(SCC(=O)N3CC(C)OC(C)C3)nc21 (stereo not drawn) | -14 | 0 | 0 | 1 | 13 | -1 | -7 | 1
Cc1oc(-c2ccccc2F)nc1CS(=O)CC(=O)NCc1ccccn1 (stereo not drawn) | 0 | 8 | -2 | 0 | -11 | 2 | -7 | -4
NC(=O)c1ccc(NC(=O)COC(=O)CCC(=O)c2ccc(Cl)cc2)cc1 | -5 | 6 | -10 | 2 | -5 | -10 | -3 | 9
Fc1cccc(CSc2ccc(-c3ccc4c(c3)OCO4)nn2)c1 | -5 | 3 | 3 | -1 | 8 | -6 | -7 | -3
CC(/C=C/c1ccccc1)=N/NC(=O)c1nc2nc(C)cc(C)n2n1 | -14 | -8 | -6 | 0 | 11 | 12 | -11 | -22
O=C(/C=C/c1ccc([N+](=O)[O-])cc1)OCC(=O)N1CCCCCC1 | 9 | -4 | -1 | 2 | -1 | -5 | 3 | 13

Structures shown so far containing an aryl methoxy group (four):
SMILES | SENP6 inh | SENP7 inh | PfGluPho inh | SENP1 inh | HKDC1 inhibitor | Apaf1 inhib | SENP8 block-1 | SENP8 block-2
COc1cccc(/C=C2\SC(=O)N(CCC(=O)NC3CCS(=O)(=O)C3)C2=O)c1 (stereo not drawn) | 2 | 2 | -4 | -2 | -4 | 4 | -4 | -54
COc1cccc(Cn2nnc(C(=O)Nc3cc(C)ccc3OC)c2N)c1 | -3 | 2 | 0 | 1 | -2 | -9 | 5 | -80
CCn1c(C)nnc1SCC(=O)Nc1ccccc1OC | -15 | -7 | 1 | -1 | -2 | -1 | -9 | 15
COc1cc(NC(=S)N2CCCCC2C)cc(OC)c1OC (stereo not drawn) | -3 | 0 | -1 | 0 | -2 | -5 | 0 | 1

(cont.)
SMILES | SENP6 inh | SENP7 inh | PfGluPho inh | SENP1 inh | HKDC1 inhibitor | Apaf1 inhib | SENP8 block-1 | SENP8 block-2
O=C(NOCc1ccccc1)OCc1ccccc1 | · | · | -12 | 0 | -3 | · | · | 4
COc1ccc2c(c1)CCNC2Cc1ccc(OC)c(O)c1 (stereo not drawn) | -5 | 2 | 5 | · | -3 | -43 | -9 | ·
O=C(COc1nsnc1N1CCOCC1)Nc1ccccc1Cl | -16 | 1 | -3 | -1 | -7 | 4 | 0 | 16
O=S1(=O)CCOCCCN1Cc1cccc(C(F)(F)F)c1 | -5 | -7 | -9 | 1 | -6 | 1 | -1 | 16
Oc1ccc2nc(Cc3ccccc3)[nH]c2c1 | -1 | -8 | 5 | 0 | -3 | -2 | 2 | 4
CC(=O)c1cccc(NC(=O)CSCc2ccccc2)c1 | -21 | 1 | -10 | 1 | -4 | -5 | -6 | -2
CCOc1cc(CN2CCN(CCc3ccccc3)C(CCO)C2)ccc1OC (stereo not drawn) | -21 | -7 | -3 | 2 | 1 | -7 | -9 | 1
COc1cccc(NC(=O)N(CCN(C)C)C(C)c2cccnc2)c1 (stereo not drawn) | -5 | -2 | -6 | 2 | -5 | -22 | 2 | 17
O/N=C1\CCSc2ccc(F)cc21 | -8 | 2 | 10 | 3 | 1 | -4 | -1 | -12
CCN(CC(=O)Nc1cc(Cl)ccc1C)C(=O)CN1C(=O)NC2(CCCC2)C1=O | -5 | -2 | 5 | 1 | -10 | 4 | 2 | 6
CCSc1nnc(NC(=O)C2CC(=O)N(Cc3ccccc3)C2)s1 (stereo not drawn) | -12 | -3 | -26 | 1 | 0 | -6 | -19 | 7
C=CCSc1nc(=O)n2ccccc2n1 | -13 | -4 | 20 | -3 | -16 | -5 | -9 | -12
CCC(C)C1NC(=S)N(Cc2ccccc2)C1=O (stereo not drawn) | -20 | -3 | -15 | 1 | -6 | -8 | -5 | 8
Cn1c(=O)[nH]c(=O)c2c1[nH]c(=S)n2CCCc1ccccc1 | 0 | 5 | 75* | 2 | -4 | -10 | 5 | 18
O=C(CS(=O)(=O)c1ccccc1)Nc1ccc(Br)cn1 | 1 | -6 | -11 | 1 | -8 | -4 | 2 | 16
COc1ccc2[nH]c(CN3CCN(CCC(C)C)C(CCO)C3)c(C)c2c1 (stereo not drawn) | -32 | 6 | 6 | -1 | 0 | -3 | 0 | -22
O=S(=O)(NC1=NCCCCC1)c1ccc2ccccc2c1 | -17 | 0 | 2 | -1 | -8 | -1 | 3 | 26
O=c1c2ccccc2c(C=NCc2ccccn2)c(O)n1-c1ccccc1 | 17 | -10 | -21 | -6 | 16 | 3 | -5 | 26*
Cc1ccc2c(c1)C=CC(C#N)N2C(=O)c1ccccc1 (stereo not drawn) | -2 | 0 | 10 | -26 | -3 | 1 | 2 | 2
CN(C(=O)c1cc(COc2ccc(F)cc2Cl)on1)C1CCCc2ccccc21 (stereo not drawn) | -5 | 0 | 13 | 1 | 1 | 15 | -4 | 4
COc1ccc([N+](=O)[O-])cc1NC(=O)CCS(=O)(=O)c1ccc(Br)cc1 | -1 | 3 | 31 | 4 | 0 | -111 | 3 | 21
Cc1ccc(S(=O)(=O)N2CCN(C(=O)CC(C)n3nc(C)c(Cl)c3C)CC2)cc1 (stereo not drawn) | -30 | -7 | -38 | 0 | 5 | 9 | 0 | 5
COc1ccc2nc(SCc3cccc(C)c3)nc(C)c2c1 | -8 | -4 | 19 | 2 | -2 | 23 | -12 | -384
CS(=O)(=O)Nc1cccc(-c2cn3c(n2)SCC3)c1 | 9 | -3 | -7 | 1 | -2 | 1 | 7 | -27
COc1ccc(/C=C2\Oc3cc(OCC(=O)N4CCC(C(=O)O)CC4)ccc3C2=O)c(OC)c1 | -9 | 10 | 13 | -54 | 4 | -2 | -11 | -12

An excerpt from above, reduced to PfGluPho inh:
Structure,PfGluPho inh
Cc1ccc(NC(=O)CSc2nnc(-c3cccnc3)n2-c2ccc(C)cc2)cc1,-2
Cc1ccccc1OCC(O)Cn1c(=N)n(CCN2CCOCC2)c2ccccc21 (stereo not drawn),-11&1
Cc1cc(=O)oc2cc(OC(C)C(=O)Nc3ccc(N4CCCCC4)cc3)ccc12 (stereo not drawn),6

Continued.
SMILES | SENP6 inh | SENP7 inh | PfGluPho inh | SENP1 inh | HKDC1 inhibitor | Apaf1 inhib | SENP8 block-1 | SENP8 block-2
CCCCN1CC(=O)N2[C@H]3c4ccccc4OC[C@@H]3[C@H](C(=O)OCC)[C@]2(C)C1=O | -7 | 0 | 8 | 0 | -2 | 2 | 2 | 9
Cc1ccc(NC(=O)C(CC(C)C)NC(N)=O)cc1 (stereo not drawn) | -2 | 0 | 13 | 1 | -8 | -4 | -1 | 14
Cc1ccc(S(=O)(=O)N2CCC(C(=O)OCC(=O)NCc3ccco3)CC2)cc1C | -15 | -13 | -23 | 2 | -5 | 16 | -10 | 21
CCCS(=O)(=O)c1c(S(=O)(=O)CCC)c2cnccn2c1C(=O)c1ccc(CC)cc1 | -2 | 6 | 15 | 1 | 15 | 15 | -1 | 9
CC(C)=CC(=O)OCc1cc([N+](=O)[O-])cc2c1OCOC2 | -32 | -12 | -2 | 1 | 2 | 18 | -18 | 20
O=C(CSc1ncccn1)N/N=C/c1cccs1 | -5 | 10 | -17 | 0 | -12 | -10 | -2 | 4
CN(CCCNC(=O)c1ccc(CS(=O)c2ccc(Br)cc2)o1)Cc1ccccc1 (stereo not drawn) | 3 | 0 | -3 | 0 | -7 | -2 | 2 | 7
Cc1[nH]c2ccc(C(=O)NCCCN3CCN(C)CC3)cc2c1C | 7 | -2 | 2 | -5 | -5 | 16 | 3 | -13
O=C(Cn1nc(C(=O)O)c2ccccc2c1=O)Nc1cc(Cl)cc(Cl)c1 | -22 | -6 | 1 | 0 | 1 | 21 | -20 | 15
Cc1oc(C(=O)O)cc1CSc1nnc(-c2ccccc2)n1C | -32 | -3 | -9 | 0 | 7 | 7 | -11 | 23
COc1ccc(CN2C(=NC(=O)C3CC3)SC3CS(=O)(=O)CC32)cc1 (stereo not drawn) | -5 | 1 | -3 | 2 | -5 | -3 | -1 | 14
O=C(CCN1C(=O)COc2ccccc21)NCCN1CCOCC1 | -54 | -9 | -7 | 6 | -1 | 7 | 0 | 2
Cc1ccc(NC(=O)c2ccccn2)c(Br)c1 | 82* | 73* | 13 | 1 | -2 | 5 | 72* | 10
CCCCOc1ccc(C2/C(=C(\O)c3ccc4c(c3)OCCO4)C(=O)C(=O)N2CCCN2CCOCC2)cc1 (stereo not drawn) | -9 | 5 | -26 | -4 | 3 | 15 | 7 | -10
Cc1ccc(Nc2ncc3c(=O)[nH][nH]c(=O)c3n2)cc1 | · | · | -10 | 4 | -2 | · | · | 34
